TEAD-YAP inh = TEAD-YAP interaction inhibition | 1.4% of 640,000 active | inhibition, % at 9.12 µM | HEK-TIYL cells, TEAD-Gal4/YAP UAS-luciferase luminescence; in the data active = inhibition above about 32%;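 also: 0% = median of test compound wells and 100% = reference inhibitor wells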
MITF primary = blocks human microphthalmia-associated transcription factor. 0.91% of 650,000 active. AlphaScreen MITF homodimerization, bead proximity signal. O75030. inhibition, % at 2.6 µM; in the data active = inhibition above about 50%;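 also: 0% = vehicle wells with protein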
GPR151 ag = activators of human GPR151; activation, % at 11.2 µM; PathHunter beta-arrestin GPR151 cells, luminescence; AID 1508602; Q8TDV0; 1% of 650,000 active; in the data active = activation above about 4.9%;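 also: 0% = median of compound wells and 100% = cells with positive control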
FBW7 act = human FBW7 E3 ligase activation, primary screen. AlphaScreen FBW7–phospho-cyclin E peptide binding, activator screen. 0.13% of 650,000 active. Q969H0. AID 1259310. normalized activity (activation), % at 26.1 µM; in the data active = normalized activity above about 1.9%;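 also: purified mutant Fbw7 with reduced substrate affinity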
Target sequence (Q969H0 whole entry, looked up): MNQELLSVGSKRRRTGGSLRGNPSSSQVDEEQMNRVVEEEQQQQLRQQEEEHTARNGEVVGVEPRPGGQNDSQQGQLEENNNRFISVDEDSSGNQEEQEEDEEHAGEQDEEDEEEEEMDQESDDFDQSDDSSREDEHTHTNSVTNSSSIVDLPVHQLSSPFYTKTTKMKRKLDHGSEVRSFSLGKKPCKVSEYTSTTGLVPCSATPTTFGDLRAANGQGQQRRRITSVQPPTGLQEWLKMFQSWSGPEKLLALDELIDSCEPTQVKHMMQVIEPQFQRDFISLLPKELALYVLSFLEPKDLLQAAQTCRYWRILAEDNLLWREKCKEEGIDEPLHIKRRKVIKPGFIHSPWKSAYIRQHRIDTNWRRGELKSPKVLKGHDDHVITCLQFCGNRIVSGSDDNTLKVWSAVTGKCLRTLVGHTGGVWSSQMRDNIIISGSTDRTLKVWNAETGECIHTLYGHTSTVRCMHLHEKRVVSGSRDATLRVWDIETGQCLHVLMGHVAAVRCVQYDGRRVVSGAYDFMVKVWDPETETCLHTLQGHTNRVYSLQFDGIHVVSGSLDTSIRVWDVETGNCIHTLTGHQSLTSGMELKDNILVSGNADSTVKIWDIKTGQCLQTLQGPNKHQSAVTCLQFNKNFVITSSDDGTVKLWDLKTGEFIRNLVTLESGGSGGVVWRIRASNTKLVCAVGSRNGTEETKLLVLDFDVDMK
Active calls of the source: *. This is a random part of the collection; about 3.5% have a hit in one of these screens.

CCCNC(=O)Cn1cnc2sc(C(=O)NCCN(C)C)c(C)c2c1=O was read as TEAD-YAP inh -3, MITF primary 8, GPR151 ag 0.3 and FBW7 act -0.1.
`Cc1nnc(SCC(=O)Nc2sccc2C(N)=O)s1` gave TEAD-YAP inh -7, MITF primary 24, GPR151 ag -1.6 and FBW7 act 0.7.
`CC(=O)OCC12COC(c3ccccc3OC(C)=O)C(C(C)=CC1C)C2C` (stereo not drawn) gave TEAD-YAP inh 15, MITF primary 16, GPR151 ag 1.8 and FBW7 act 0.0.
`CCC(=O)N1CCN(c2ccc(Cl)cc2NC(=O)c2ccc([N+](=O)[O-])c(C)c2)CC1` gave TEAD-YAP inh -15, MITF primary -9, GPR151 ag 4.0 and FBW7 act -0.1.
Screening CCC(CC)NC(=O)c1cccc(Br)c1 returned TEAD-YAP inh 11, MITF primary 4, GPR151 ag 2.5 and FBW7 act 0.0.
`COc1ccc(/C=N/NC(=O)CC#N)cc1Oc1nc(Cl)ncc1F` gave TEAD-YAP inh 1, MITF primary 10, GPR151 ag 0.5 and FBW7 act -0.1.
`COc1cccc(/C=C(\C#N)c2nc3ccccc3c(=O)[nH]2)c1OC` gave TEAD-YAP inh 1, MITF primary 20, GPR151 ag 1.2 and FBW7 act 0.3.
COCCNc1ccc([N+](=O)[O-])cc1C(=O)Nc1cccc(C)n1 was read as TEAD-YAP inh 3, MITF primary 13, GPR151 ag 0.1 and FBW7 act 0.1.
For COCCNC(=O)CSc1c2c(nc3cc(Cl)ccc13)CCCC2 the results were TEAD-YAP inh 0, MITF primary 16, GPR151 ag -1.0 and FBW7 act 0.7.
For O=C(c1nc2ccccn2c1CN1CCCC(c2nc3ccccc3o2)C1)N1CCCC1 (stereo not drawn) the results were TEAD-YAP inh -3, MITF primary 12, GPR151 ag -0.6 and FBW7 act -0.2.
Screening COC(=S)N/C(=N/S(=O)(=O)c1ccc(Cl)cc1)c1ccccc1 returned TEAD-YAP inh 12, MITF primary 6, GPR151 ag 0.7 and FBW7 act 0.9.
Screening CCOc1cccc(=O)c2c(C)n(Cc3ccco3)c(C)c12 returned TEAD-YAP inh -4, MITF primary 8, GPR151 ag 0.1 and FBW7 act 0.0.
Screening COc1ccc(NC(=O)O/N=C\c2ccncc2)cc1 returned TEAD-YAP inh -21, MITF primary -5, GPR151 ag -0.3 and FBW7 act 0.0.
Screening Cc1nn(-c2ccc([N+](=O)[O-])cc2)c(C)c1Sc1ccccc1N returned TEAD-YAP inh -41, MITF primary -6, GPR151 ag -0.6 and FBW7 act -0.3.
`COc1ccc(Cl)cc1NC(=O)CCN1C(=O)C2C3C=CC(C4CC34)C2C1=O` (stereo not drawn) gave TEAD-YAP inh -4, MITF primary 9, GPR151 ag 0.6 and FBW7 act 0.8.
Screening O=C1NC(=S)N(c2ccc(F)cc2)C(=O)/C1=C\c1ccc([N+](=O)[O-])s1 returned TEAD-YAP inh 1, MITF primary 10, GPR151 ag -1.4 and FBW7 act -0.1.
`CC(C)c1ccc(CN2CCc3nnc(C(C)NC(=O)C4CC4)n3CC2)cc1` (stereo not drawn) gave TEAD-YAP inh 2, MITF primary 9, GPR151 ag -0.5 and FBW7 act 0.0.
C(=C\CSc1nnc(-c2ccccc2)c(-c2ccccc2)n1)/CSc1nnc(-c2ccccc2)c(-c2ccccc2)n1 was read as TEAD-YAP inh 6, MITF primary 5, GPR151 ag 1.1 and FBW7 act 0.1.
For CCOC(=O)c1c(C)cc(O)cc1O the results were TEAD-YAP inh -28, MITF primary -15, GPR151 ag 0.6 and FBW7 act 0.0.
For Cc1ccc(OCCNC(=O)C(=O)Nc2ccccc2Cl)cc1 the results were TEAD-YAP inh 0, MITF primary 11, GPR151 ag 0.5 and FBW7 act 0.0.
Screening COc1ccc(CC(=O)NCc2nc(-c3ccncc3)n[nH]2)cc1OC returned TEAD-YAP inh 4, MITF primary -2, GPR151 ag 0.4 and FBW7 act 0.1.
`CCOC(=O)CC(=O)Nc1ccc(Br)cc1C(=O)O` gave TEAD-YAP inh -3, MITF primary 7, GPR151 ag 0.8 and FBW7 act 0.0.
For NC(=S)Nn1c(CCC(=O)O)ccc1-c1cccs1 the results were TEAD-YAP inh 8, MITF primary -1, GPR151 ag -2.0 and FBW7 act -0.7.
O=C(/C=C/c1ccccc1)N1CCc2ccccc2C1 was read as TEAD-YAP inh -44, MITF primary 8, GPR151 ag -0.2 and FBW7 act 0.1.
For CC1CCc2c(C(=O)NC(C)C)csc2C1 (stereo not drawn) the results were TEAD-YAP inh -21, MITF primary -13, GPR151 ag 0.3 and FBW7 act -0.1.
For COC(=O)c1cc(C(=O)NCc2ccco2)cc([N+](=O)[O-])c1 the results were TEAD-YAP inh -1, MITF primary 1, GPR151 ag 0.4 and FBW7 act -0.2.
For COC(=O)c1cc(-c2ccc(OC)cc2)no1 the results were TEAD-YAP inh -5, MITF primary -3, GPR151 ag 2.8 and FBW7 act 1.9*.
Screening COC(=O)C1(C(=O)OC)Cc2conc2[C@H]1c1ccccc1 returned MITF primary 13, GPR151 ag -0.1 and FBW7 act 0.0.
`CCC(NS(=O)(=O)c1cc(Br)cnc1N)c1cccs1` (stereo not drawn) gave TEAD-YAP inh 5, MITF primary 15, GPR151 ag 0.3 and FBW7 act 0.2.
CCOC(=O)CCCC(=O)N1CCC(Cn2nc(-c3ccc(OC)cc3)ccc2=O)CC1 was read as TEAD-YAP inh 1, MITF primary 16, GPR151 ag -0.1 and FBW7 act 0.0.

Structures above that contain an NH in an aromatic ring:
`COc1cccc(/C=C(\C#N)c2nc3ccccc3c(=O)[nH]2)c1OC` gave TEAD-YAP inh 1, MITF primary 20, GPR151 ag 1.2 and FBW7 act 0.3.
Screening COc1ccc(CC(=O)NCc2nc(-c3ccncc3)n[nH]2)cc1OC returned TEAD-YAP inh 4, MITF primary -2, GPR151 ag 0.4 and FBW7 act 0.1.

Next section.
Screening COc1ccccc1CC1(C)NC(=O)N(CC(=O)Nc2ccc3c(c2)OCO3)C1=O (stereo not drawn) returned TEAD-YAP inh -3, MITF primary -4, GPR151 ag -2.1 and FBW7 act -0.1.
For COC(=O)c1cc(S(=O)(=O)NCc2cccs2)c[nH]1 the results were TEAD-YAP inh -1, MITF primary 37, GPR151 ag 1.3 and FBW7 act -0.1.
For COc1ccc(Br)cc1C1C(C(=O)OCC2CCCO2)=C(C)NC2=C1C(=O)CC(c1cccs1)C2 (stereo not drawn) the results were TEAD-YAP inh 12, MITF primary -1, GPR151 ag -0.7 and FBW7 act -0.1.
O=C1CCCN1c1ccc(S(=O)(=O)Oc2ccc(Cl)cc2Cl)cc1 was read as TEAD-YAP inh 61*, MITF primary 0, GPR151 ag 0.2 and FBW7 act 0.1.
`CCc1ccc(S(=O)(=O)Nc2ccc3c4c(cc(=O)n3C)-c3ccccc3C(=O)c24)cc1` gave TEAD-YAP inh 9, MITF primary 11, GPR151 ag 0.7 and FBW7 act 0.3.
Screening CCC(NS(=O)(=O)c1ccc(OC)cc1)C(=O)NCc1cccnc1 (stereo not drawn) returned TEAD-YAP inh 3, MITF primary 4, GPR151 ag 0.3 and FBW7 act 0.0.
CC1=NN(c2ccc(Cl)c(Cl)c2)C(=O)/C1=C/c1cccs1 was read as TEAD-YAP inh -8, MITF primary 0, GPR151 ag 1.0 and FBW7 act 0.0.
For COC(=O)c1c(NC(=O)CN2C(=O)c3ccccc3C2=O)sc2c1CCC(C)C2 (stereo not drawn) the results were TEAD-YAP inh 2, MITF primary 0, GPR151 ag -0.1 and FBW7 act -0.1.
Screening C=CCN(C)C(=O)c1c(CC)nc2sccn2c1=O returned TEAD-YAP inh -4, MITF primary -6, GPR151 ag 0.1 and FBW7 act -0.2.
`O=C(NCCC1=CCCCC1)C1CCC(CNc2c(N3CCOCC3)c(=O)c2=O)CC1` (stereo not drawn) gave TEAD-YAP inh 7, MITF primary 0, GPR151 ag 0.2 and FBW7 act 0.0.

Reprinted from the part before: 4 compounds; new compounds follow.
CC1=NN(c2ccc(Cl)c(Cl)c2)C(=O)/C1=C/c1cccs1 was read as TEAD-YAP inh -8, MITF primary 0, GPR151 ag 1.0 and FBW7 act 0.0.
For COC(=O)c1c(NC(=O)CN2C(=O)c3ccccc3C2=O)sc2c1CCC(C)C2 (stereo not drawn) the results were TEAD-YAP inh 2, MITF primary 0, GPR151 ag -0.1 and FBW7 act -0.1.
Screening C=CCN(C)C(=O)c1c(CC)nc2sccn2c1=O returned TEAD-YAP inh -4, MITF primary -6, GPR151 ag 0.1 and FBW7 act -0.2.
`O=C(NCCC1=CCCCC1)C1CCC(CNc2c(N3CCOCC3)c(=O)c2=O)CC1` (stereo not drawn) gave TEAD-YAP inh 7, MITF primary 0, GPR151 ag 0.2 and FBW7 act 0.0.
Screening O=C1NC(=O)/C(=C\c2cc(Br)ccc2OCc2cccc([N+](=O)[O-])c2)N1 returned TEAD-YAP inh 0, MITF primary -3, GPR151 ag 0.9 and FBW7 act -0.3.
`N#Cc1c(NC(=O)c2ccncc2)sc2c1CCCCCC2` gave TEAD-YAP inh -1, MITF primary -2, GPR151 ag 0.3 and FBW7 act 0.2.
For COc1cc(/C=C2\N=C(c3ccccc3F)OC2=O)ccc1OCc1ccc(Cl)cc1 the results were TEAD-YAP inh 5, MITF primary 4, GPR151 ag 1.4 and FBW7 act 0.0.
Screening C/C(=N\NC(=O)C(N)=O)c1ccc(OC(F)F)cc1 returned TEAD-YAP inh -7, MITF primary 1, GPR151 ag -0.5 and FBW7 act 0.0.
`O=[N+]([O-])c1cc(N=Cc2ccc[nH]2)ccc1Cl` gave TEAD-YAP inh 4, MITF primary 4, GPR151 ag -0.1 and FBW7 act 0.1.
`Cc1ccc2c(c1)C(C)CC(C)(C)N2C(=O)NC1CCCCC1` (stereo not drawn) gave TEAD-YAP inh -8, MITF primary -10, GPR151 ag 1.5 and FBW7 act 0.0.
COc1ccc(C2=NN(S(C)(=O)=O)C(c3cccc(C)c3)C2)cc1OC (stereo not drawn) was read as TEAD-YAP inh -50, MITF primary -3, GPR151 ag 1.3 and FBW7 act 0.0.
Cc1ccc(S(=O)(=O)NC2=NCN(C3CCCCC3)CN2)cc1 was read as TEAD-YAP inh 2, MITF primary 9, GPR151 ag -0.4 and FBW7 act 0.6.
For Cc1ccc(NCCNC(=O)CCCc2ccccc2)nn1 the results were TEAD-YAP inh 1, MITF primary -10, GPR151 ag -1.0 and FBW7 act -0.1.
For OCCC1CN(Cc2cc(F)ccc2-n2cccn2)CCN1Cc1cccs1 (stereo not drawn) the results were TEAD-YAP inh -1, MITF primary -11, GPR151 ag 1.1 and FBW7 act -0.1.
Screening COc1ccc(S(=O)(=O)N2CCN(c3ccccc3)CC2)cc1[N+](=O)[O-] returned TEAD-YAP inh 14, MITF primary 13, GPR151 ag -0.5 and FBW7 act -0.1.
CCOc1ccc(C2OC(=O)Cc3cc(OC)c(OC)cc32)cc1 (stereo not drawn) was read as TEAD-YAP inh -3, MITF primary 15, GPR151 ag 0.3 and FBW7 act 0.5.
`CCNC(=O)n1cc(-c2ccncn2)c(-c2ccc(C(F)(F)F)cc2)n1` gave TEAD-YAP inh -2, MITF primary 7, GPR151 ag 0.3 and FBW7 act 0.2.
For CCN1CCSc2ccc(C(=O)NC)cc21 the results were TEAD-YAP inh 2, MITF primary 2, GPR151 ag -0.8 and FBW7 act 0.0.
`O=c1oc2ccccc2cc1-c1csc(Nc2ccc(F)cc2F)n1` gave TEAD-YAP inh 0, MITF primary 3, GPR151 ag 1.6 and FBW7 act 0.1.
`COc1ccc(CCN2C(=O)C(O)=C(C(C)=O)C2c2ccccc2OC)cc1OC` (stereo not drawn) gave TEAD-YAP inh -12, MITF primary 4, GPR151 ag -0.8 and FBW7 act -0.1.
Screening CCCCn1c(CNc2ccc(C)cc2)nnc1SCC(=O)N(C)C returned TEAD-YAP inh 5, MITF primary 2, GPR151 ag 0.5 and FBW7 act 0.0.
Screening COC(=O)c1c(C)oc2ccc(N(C(=O)c3ccc([N+](=O)[O-])cc3)S(=O)(=O)c3ccc(Cl)cc3)cc12 returned TEAD-YAP inh 14, MITF primary 15, GPR151 ag 1.1 and FBW7 act 0.0.
Screening COc1ccc(C2NCCc3cc(OC)c(OC)cc32)cc1OC (stereo not drawn) returned TEAD-YAP inh 8, MITF primary 18, GPR151 ag 0.0 and FBW7 act 0.1.
Screening CS(=O)(=O)N(CC(=O)NCCSCc1ccccc1)c1ccc(Cl)c(Cl)c1 returned TEAD-YAP inh 3, MITF primary -1, GPR151 ag -0.8 and FBW7 act 0.1.
`Cc1ccccc1C1(CC(=O)N(C)Cc2ccsc2)CC(=O)N(Cc2cccnc2)C1=O` (stereo not drawn) gave TEAD-YAP inh -7, MITF primary 6, GPR151 ag -0.5 and FBW7 act -0.1.
CC(=O)c1c(C)oc2c1cc(NS(=O)(=O)c1ccc3ccccc3c1)c1ccccc12 was read as TEAD-YAP inh 0, MITF primary 8, GPR151 ag -1.8 and FBW7 act 0.6.

Bioassay records from PubChem.
